High-throughput results as filed in PubChem BioAssay.
GPR151 activ: activates the human receptor GPR151; AID 1508602; activation, % at 11.2 µM; Q8TDV0; actives 1% (n = 650,000); PathHunter beta-arrestin GPR151 cells, luminescence; in the data active = activation above about 4.9%;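 note: 0% = median of compound wells and 100% = cells with positive control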
Target sequence (Q8TDV0 whole entry, looked up): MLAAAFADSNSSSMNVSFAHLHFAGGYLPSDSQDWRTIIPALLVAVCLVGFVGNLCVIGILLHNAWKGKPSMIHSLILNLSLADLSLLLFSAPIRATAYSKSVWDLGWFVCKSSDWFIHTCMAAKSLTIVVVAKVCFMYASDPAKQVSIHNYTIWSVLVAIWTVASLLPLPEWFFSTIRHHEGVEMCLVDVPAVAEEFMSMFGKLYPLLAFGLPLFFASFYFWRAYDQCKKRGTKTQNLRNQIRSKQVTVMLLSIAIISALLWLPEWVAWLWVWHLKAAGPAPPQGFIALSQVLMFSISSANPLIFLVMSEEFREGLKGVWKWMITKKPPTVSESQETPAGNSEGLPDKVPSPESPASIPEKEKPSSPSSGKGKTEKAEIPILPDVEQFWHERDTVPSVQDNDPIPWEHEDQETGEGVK
TEAD-YAP inh: TEAD-YAP interaction inhibition; HEK-TIYL cells, TEAD-Gal4/YAP UAS-luciferase luminescence; inhibition, % at 9.12 µM; actives 1.4% (n = 640,000); in the data active = inhibition above about 32%;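 note: 0% = median of test compound wells and 100% = reference inhibitor wells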
FBW7 activator: human FBW7 E3 ligase activation, primary screen. Q969H0. AlphaScreen FBW7–phospho-cyclin E peptide binding, activator screen. normalized activity (activation), % at 26.1 µM. actives 0.13% (n = 650,000). AID 1259310; in the data active = normalized activity above about 1.9%;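 note: purified mutant Fbw7 with reduced substrate affinity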
Target sequence (Q969H0 whole entry, looked up): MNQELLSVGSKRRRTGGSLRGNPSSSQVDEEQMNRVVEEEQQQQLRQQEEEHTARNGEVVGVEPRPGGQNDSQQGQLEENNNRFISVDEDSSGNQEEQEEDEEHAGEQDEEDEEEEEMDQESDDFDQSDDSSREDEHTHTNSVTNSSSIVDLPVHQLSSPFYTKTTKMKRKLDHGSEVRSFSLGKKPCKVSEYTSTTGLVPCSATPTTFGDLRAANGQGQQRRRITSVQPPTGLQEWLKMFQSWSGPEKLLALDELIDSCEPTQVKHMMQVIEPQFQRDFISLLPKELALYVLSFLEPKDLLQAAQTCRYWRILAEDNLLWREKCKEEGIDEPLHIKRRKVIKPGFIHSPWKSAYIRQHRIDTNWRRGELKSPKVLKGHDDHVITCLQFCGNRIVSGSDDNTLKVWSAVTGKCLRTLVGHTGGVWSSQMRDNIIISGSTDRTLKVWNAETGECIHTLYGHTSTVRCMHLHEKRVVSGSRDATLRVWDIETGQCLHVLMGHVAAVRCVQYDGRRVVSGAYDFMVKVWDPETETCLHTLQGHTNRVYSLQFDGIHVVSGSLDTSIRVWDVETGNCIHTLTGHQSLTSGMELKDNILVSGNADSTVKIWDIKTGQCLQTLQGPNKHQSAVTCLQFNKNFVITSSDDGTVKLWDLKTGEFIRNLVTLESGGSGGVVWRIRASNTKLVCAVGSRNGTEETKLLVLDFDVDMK
MITF inh: human MITF inhibition, primary screen. inhibition, % at 2.6 µM. AID 1259374. AlphaScreen MITF homodimerization, bead proximity signal. actives 0.91% (n = 650,000); in the data active = inhibition above about 50%;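 note: 0% = vehicle wells with protein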
The depositor's hits bear a star.

Results follow in this order: GPR151 activ, TEAD-YAP inh, FBW7 activator, MITF inh
> Cc1ccccc1OCC(=O)Nc1ncc(Cc2ccc(F)cc2)s1
    -0.9, 51*, 0.0, -6
> COc1cc2c(cc1OC)C(Cc1ccccc1Br)=NC(C)(C)C2
    -0.4, 9, -0.1, -2
> COc1cc2ccccc2cc1C(=O)Nc1cccc(-c2nc3ccccc3o2)c1
    3.2, -10, 0.0, 6
> O=C(NCC1CCCO1)c1ccc(S(=O)(=O)c2ccccc2Cl)c([N+](=O)[O-])c1 (stereo not drawn)
    -0.6, 5, -0.1, 5
> C=CCN1C(=O)C(C)(C)COc2ccc(NS(=O)(=O)c3ccccc3)cc21
    1.6, 1, -0.1, -10
> c1ccc(C2CC(c3ccco3)n3ncnc3N2)cc1 (stereo not drawn)
    -0.1, 7, -0.1, 4
> CCCc1c(C(=O)N2CCOCC2)cnn1-c1nc(C)c(C)c(=O)[nH]1
    -0.9, 1, -0.4, -1
> CCOC(=O)c1ccc(NC(=O)c2cc3c(n(-c4ccccc4)c2=O)CCCC3=O)cc1
    0.8, 5, -0.1, 7
> O=C(OC/C(=N\O)c1ccccc1)c1ccc(Br)cc1
    -1.4, -16, -0.2, -10
> O=C(COc1ccc(Cl)cc1Cl)NNc1ccc([N+](=O)[O-])cc1
    0.8, 3, -0.1, -6
> CS(=O)(=O)c1cccc(S(=O)(=O)N2CCC(C(=O)O)CC2)c1
    -1.2, -2, -0.2, 2
> CCOc1cccc2sc(N(CC3CCCO3)C(=O)c3ccc(F)cc3F)nc12 (stereo not drawn)
    -0.9, 3, -0.3, -5
> O=C(Cn1c2ccccc2c(=O)c2ccccc21)N1CCCC1
    -0.3, 5, -0.2, -3
> CCC(=O)NS(=O)(=O)c1ccc(-c2c(-c3ccccc3)noc2C)cc1
    2.0, -4, 0.4, -1
> CC(=O)OC(C(=O)NCS(=O)(=O)c1ccc(C)cc1)c1cccnc1 (stereo not drawn)
    -1.2, -7, -0.2, -3
> CCOc1ccc(N2C(=O)CN=C2Nc2ccccc2)cc1
    -0.2, 0, 0.1, 14
> Cc1ccc(C2CC(C(F)(F)F)n3nc(C(=O)NC(C)(C)CC(C)(C)C)cc3N2)cc1 (stereo not drawn)
    -0.3, 1, 0.3, 13
> CCOc1nc(CC)nc(NC(=O)NS(=O)(=O)c2ccccc2Cl)n1
    -1.0, -18, -0.1, 36
> CCCCOC(=O)Nc1nnc(-c2ccco2)s1
    0.1, -60, 0.0, 6
> COc1ccc(C(=O)CC2(O)C(=O)N(Cc3ccccc3C)c3ccccc32)cc1 (stereo not drawn)
    0.5, 9, 0.2, 12
> O=C(Nc1ccc(-c2nc3cccnc3s2)cc1)c1ccc(Br)o1
    0.5, -7, 0.4, 15
> O=C(CC(c1ccccc1)C1CCCCC1=O)c1ccccc1 (stereo not drawn)
    -1.5, 2, 0.0, 3
> N#C/C(=C/c1ccc(C(=O)O)cc1)c1ccc(Cl)cc1
    -0.7, -6, 0.0, 10
> CCC(CC)C(=O)Nc1cccc(C(=O)Nc2cccc(C(=O)O)c2)c1
    -3.2, -4, 0.0, 6
> CCOC(=O)CSc1nc2ccccc2c(=O)n1-c1cccc(C)c1
    -1.1, 6, -0.1, 0
> CC(C(=O)OCC(=O)c1ccc(Cl)cc1)N1C(=O)C2C3C=CC(C3)C2C1=O (stereo not drawn)
    -0.7, -33, 0.0, 5
> Cc1noc(C)c1COC(=O)CCCOc1ccc(Cl)cc1Cl
    -0.4, 5, 0.6, 15
> CC1=NN(c2ccccc2)C(=O)/C1=C/c1cc(C)n(-c2cccc(C(F)(F)F)c2)c1C
    -0.2, -4, -0.3, 4
> Cc1ccc(S(=O)(=O)N(CC(=O)N2CCCCC2)C(=O)N2CCN(C)CC2)cc1
    -0.6, 3, -0.2, -12
> CS(=O)(=O)N(Cc1ccccc1Cl)c1ccc(C(N)=O)cc1
    -0.2, -4, 0.0, 8
> O=C(N/N=C\c1cc(Br)ccc1O)c1ccccn1
    1.7, -23, -0.7, 58*
> Cc1ccc(C(=O)Nc2nnc(CCS(=O)(=O)c3ccc(Cl)cc3)s2)cc1
    0.1, -11, -0.2, -1
> O=C(NCCN1CCOCC1)/C(=C/c1ccc(F)cc1)NC(=O)c1ccccc1
    1.6, -4, -0.1, 3
> CC(C)CSc1ncnc2c1c(-c1ccccc1)cn2-c1ccc(F)cc1
    -1.7, -12, 0.1, 7
> CN(C)CCN1C(=O)C(=O)/C(=C(\O)c2ccc(Cl)cc2)C1c1ccccc1 (stereo not drawn)
    -1.6, -3, -0.1, 0
> O=[N+]([O-])c1ccc(OCC(O)Cn2c(C(F)(F)F)nc3ccccc32)cc1 (stereo not drawn)
    3.1, 1, -0.2, -1
> COc1cc(Nc2nc(-c3ccc(C(N)=O)cc3)nc3c2ncn3C2CCCCC2)cc(OC)c1OC
    1.7, 23, 0.3, 10
> Cc1ccc(C(=O)NC2CCS(=O)(=O)C2)c(NCc2cccnc2)n1 (stereo not drawn)
    -1.1, 4, -0.1, 12
> O=C(Nc1ccccc1Br)C1CC(=O)N(c2ccc(F)cc2)C1 (stereo not drawn)
    -0.4, 9, 0.1, 1
> N=C1S/C(=C\c2cccc(F)c2)C(=O)N1c1ccc2c(c1)OCO2
    -1.1, -7, -0.1, -3

Another view of 3 compounds above.
> Cc1ccc(C(=O)Nc2nnc(CCS(=O)(=O)c3ccc(Cl)cc3)s2)cc1
  GPR151 activ: 0.1 | TEAD-YAP inh: -11 | FBW7 activator: -0.2 | MITF inh: -1

> O=C(NCCN1CCOCC1)/C(=C/c1ccc(F)cc1)NC(=O)c1ccccc1
  GPR151 activ: 1.6 | TEAD-YAP inh: -4 | FBW7 activator: -0.1 | MITF inh: 3

> CC(C)CSc1ncnc2c1c(-c1ccccc1)cn2-c1ccc(F)cc1
  GPR151 activ: -1.7 | TEAD-YAP inh: -12 | FBW7 activator: 0.1 | MITF inh: 7

(continued)
Results follow in this order: GPR151 activ, TEAD-YAP inh, FBW7 activator, MITF inh
> COCCNC(=O)c1cccc(OC2CCN(CCC(C)c3ccc(C)o3)CC2)c1 (stereo not drawn)
    0.6, 5, 0.0, 3
> OCCn1c(-c2ccc(C3CCCCC3)cc2)csc1=Nc1cccc(C(F)(F)F)c1
    -0.4, 11, -0.1, -2
> Cc1ccc2cc(CCNC(=O)c3ccc(Br)o3)c(=O)[nH]c2c1
    -0.4, 5, 0.1, 10
> COCCNC(=O)Cn1ncc2c(C)n(Cc3ccccc3)c(C)c2c1=O
    0.0, -4, -0.3, -16
> CCOc1ccc(C2=NN3C(C2)c2cccc(OC)c2OC3c2cccc(OC)c2)cc1 (stereo not drawn)
    -0.9, -15, -0.1, -1
> CCOc1cc(CN2CCOc3ccc(CN4CCC(O)CC4)cc3C2)ccc1OC
    -1.3, 0, 0.8, 10
> COc1ccc(-c2cc(NCCO)ncn2)cc1
    4.2, -58, -0.1, -1
> Cc1ccc(C(=O)N2CCN(C(=O)CSc3nc4ccc([N+](=O)[O-])cc4[nH]3)C2)cc1
    0.8, -1, 0.0, 0
> COc1ccc(CCNC(=O)CSc2ccc(Cl)cc2)cc1
    1.1, -5, 0.3, 1
> O=C(Nc1ccc(-c2nc3ccccc3[nH]2)cc1)C1CCCN(Cc2nccs2)C1 (stereo not drawn)
    -1.7, -48, 0.0, -4
> O=c1c2cccnc2n(Cc2cccc(F)c2)c(=O)n1Cc1ccc2c(c1)OCO2
    1.8, -17, 0.1, 1
> Cc1ccc(-c2cc(C(F)(F)F)n3ncc(C(=O)N4CCN(Cc5ccccc5)CC4)c3n2)cc1
    1.5, -8, 0.0, -1
> COC(=O)c1c(N2C(=O)Nc3ccccc3N2O)sc2c1CCCC2
    0.5, 6, -0.1, 3
> CCOc1cc(C2C(C#N)=C(N)Oc3n[nH]c(C)c32)ccc1OCc1ccccc1F (stereo not drawn)
    -0.6, 0, -0.2, -2
> Cc1cccc(-c2cc(C(=O)N3CCOCC3)c3ccccc3n2)c1
    -1.2, 13, 0.7, 17
> Cc1nc(Nc2ccccc2)cc(-c2ccc(F)cc2)n1
    -0.8, -45, 0.2, 1
> O=C1CCC(=O)N1c1ccc(NC2CCCCCC2)c([N+](=O)[O-])c1
    0.4, -3, -0.1, -7
> O=C(c1ccccc1)C1Oc2ccccc2C2CC(c3ccc(Cl)cc3)=NN12 (stereo not drawn)
    0.4, -11, -0.3, 1
> CC(NC(=O)c1ccccc1NC(=O)c1ccc(NS(C)(=O)=O)cc1)c1ccccc1 (stereo not drawn)
    -0.6, -8, 0.1, 9
> CSc1nnc(NC(=O)Cc2cccs2)s1
    1.0, 5, 0.0, -2

Whole records as entered above.
Profile of `Cc1cccc(-c2cc(C(=O)N3CCOCC3)c3ccccc3n2)c1` = GPR151 activ: -1.2; TEAD-YAP inh: 13; FBW7 activator: 0.7; MITF inh: 17
Profile of `CSc1nnc(NC(=O)Cc2cccs2)s1` = GPR151 activ: 1.0; TEAD-YAP inh: 5; FBW7 activator: 0.0; MITF inh: -2

(continued)
Results follow in this order: GPR151 activ, TEAD-YAP inh, FBW7 activator, MITF inh
> COc1ccc2c(c1)OC(C)CN(CCC(=O)NCCn1cccn1)C2 (stereo not drawn)
    -0.6, 5, 0.0, 7
> c1cncc(Nc2nc(NC3CC3)c3ncn(C4CCCCC4)c3n2)c1
    12*, 5, 0.1, 11
> CCO/C=C1/SC(=S)N(c2cccc([N+](=O)[O-])c2)C1=O
    -1.3, 7, 0.7, 11
> COc1ccc(S(=O)(=O)N2CCCC2)cc1C
    -0.8, -11, 0.1, 10
> COc1cc2nc(-c3cccc(C(C)=O)c3)nc(Nc3ccc(N4CCOCC4)cc3)c2cc1OC
    5.8*, 25, -0.1, 2
> COCc1nc2ccccc2n1Cc1cccc(Cl)c1
    0.9, -16, 0.1, 12
> O=c1oc2ccc(Br)cc2cc1-c1csc(Nc2cccc(C(F)(F)F)c2)n1
    -0.6, 3, 0.0, 19
> c1ccc(CC2CCN(c3nc(N4CCOCC4)nc(N4CCOCC4)n3)CC2)cc1
    -1.7, 6, 0.7, 6
> COc1cccc2c3c([nH]c12)C1(CCCN(CCC#N)C1)NCC3 (stereo not drawn)
    1.8, -7, -0.2, -4
> COc1cc(OC)cc(C(=O)N[C@H](C(=O)NNC(=O)c2ccc(C)cc2)C(C)C)c1
    -1.0, 1, 0.0, 0
> COc1ccc(CCNc2nc(-c3ccc(OC)nc3)nc3nc[nH]c23)cc1
    -0.2, 20, 0.1, 15
> Cc1cc2c(cc1S(=O)(=O)CCC(=O)N(C)C1CCCCC1)OCC(=O)N2
    0.5, 7, 0.0, 9
> O=C(O)c1cccnc1SCc1cccc(Br)c1
    -1.0, -3, -0.2, 8
> Cc1cc2nc(N3CCC(C(=O)NC4CCOC(C)(C)C4)CC3)nc(C)c2cc1C (stereo not drawn)
    1.8, 4, 0.2, -6
> Cc1cc(OCC(=O)NCc2ccc3c(c2)OCO3)c(C)cc1Br
    0.5, 7, 0.1, 2
> C=C1C2(C(=O)Nc3ccc(F)c(F)c3)CCC(C2)C1(C)C (stereo not drawn)
    -0.3, -1, -0.2, -15
> O=C(COc1ccc(F)cc1F)Nc1ccc2c(c1)OCO2
    2.0, -15, 0.1, 16
> O=C(c1cccc2nccnc12)N1CCCCC1c1nc2ccccc2[nH]1 (stereo not drawn)
    -0.6, -13, -0.2, -2
> Cc1ccc(-c2nc3ccccc3c(=O)n2Cc2ccc(Cl)cc2)cc1
    3.4, 0, -0.1, 19
> Cc1cccc(-n2ncc3c(=O)n(Cc4ccc(Br)cc4)cnc32)c1C
    -0.4, 1, 0.5, -6
> CCCCNC(=O)c1cc(=O)[nH]c2ccc(S(=O)(=O)N3CCCCC3CC)cc12 (stereo not drawn)
    -0.7, 6, 0.3, 3
> O=c1oc2ccc(Br)cc2cc1-c1csc(Nc2ccccc2F)n1
    1.1, -6, -0.1, 4
> CCCCOc1ccccc1C1C(C(=O)OC(C)C)=C(C)NC2=C1C(=O)CC(C)(C)C2 (stereo not drawn)
    4.4, -13, -0.8, 1
> O=C(O)C1CC(=O)N(c2cccc(O)c2)C1 (stereo not drawn)
    0.6, 13, 0.1, -9
> C=CCNC(=O)Cn1nnc(-c2ccc(CN3CCC(C)CC3)cc2)n1
    3.1, 9, 0.0, -2
> COc1ccc(C2=C/C(=C/c3cccc(OC)c3OC)C(=O)O2)cc1OC
    -1.8, -14, -0.1, -1
> O=C(Nc1ccc(F)cc1F)c1cc(-c2ccccc2F)no1
    -0.8, -10, 0.0, -4
> CCN(C)c1ccc(/C=C2/NC(=S)NC2=O)cc1
    1.1, -44, 0.1, -7
> COc1cc(CN2CCN(c3ccccc3OC)CC2)c([N+](=O)[O-])cc1OC
    0.3, 2, 0.1, 21
> Cc1onc(-c2ccccc2)c1C(=O)Nc1ccc(Br)cn1
    0.1, 18, 0.0, 15
> Cc1c(/C=C2/N=C(c3cccc(OC(F)F)c3)OC2=O)cc(C#N)n1C
    2.5, 2, -0.2, -9
> CCOC(=O)CCn1c(=O)c2c(nc3n(-c4ccccc4CC)c(C)cn23)n(C)c1=O
    1.3, -1, 0.4, 11
> CCn1c(C(=O)NCCCN2CCc3ccccc3C2)cc2sccc21
    -0.9, -9, -0.3, -4
> O=C(NCCCn1ccnc1)c1ccc(OCC(F)(F)F)cc1
    -0.6, -3, 0.1, -8
> COc1ccc(/C=C/C2=NC(=C\c3cc(Br)ccc3OC)/C(=O)O2)cc1
    0.2, 6, -0.1, 3
> CCOC(=O)c1cc(NC(=O)c2ccc(F)cc2)c(=O)n2c1oc1ccccc12
    -0.3, -6, -0.1, -4
> CSc1nc2sccn2c(=O)c1C(=O)NCc1ccccc1Oc1ccccc1
    17*, 7, 0.3, 6
> NNC(=O)c1cnc2ccc(Cl)cn12
    -5.7, -5, -0.1, 0
